Rab2A wt mod: changes GTP binding to wildtype dog Rab2A, up or down; P61105; GST-Rab2 wt beads, Bodipy-GTP binding, flow cytometry; 190,000 compounds, 0.19% hits; GTP binding activity, % at 10 µM;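 active means GTP binding activity at least 20 points away from 100%, either lowered or raised; inconclusive means signal likely due to the compound's own green fluorescence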;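 further: 0% = beads with excess unlabeled GTP and 100% = no-compound control corrected for plate trend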
Bim-Bcl-W: inhibitors of Bim-Bcl-W interaction, human; Q92843; bead-based flow cytometry, Bim peptide-Bcl-W binding; inhibition, % at 10 µM; 190,000 compounds, 0.02% hits; AID 952;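 further: 0% = bound tracer without compound and 100% = peptide blocker; higher means less fluorescent Bim peptide bound to Bcl-W beads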
Target sequence (Q92843 whole entry, looked up): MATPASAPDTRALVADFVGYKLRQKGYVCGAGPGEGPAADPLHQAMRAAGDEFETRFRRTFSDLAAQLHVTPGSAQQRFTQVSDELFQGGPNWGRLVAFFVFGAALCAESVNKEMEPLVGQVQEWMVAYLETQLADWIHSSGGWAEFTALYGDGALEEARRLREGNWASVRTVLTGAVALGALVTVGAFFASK
HRas wt GTP bind: modulators of GTP binding to human HRas wildtype; P01112; 190,000 compounds, 0.14% hits; GTP binding activity, % at 10 µM; GST-Ras wt beads, Bodipy-FL-GTP binding, flow cytometry; actives lie on both sides;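 active means GTP binding activity at least 20% away from the 100% baseline, either lowered as inhibitor or raised as activator; inconclusive means flagged as likely green fluorescent, judged across all proteins in the well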;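 further: 0% = unlabeled GTP competition control and 100% = no-compound control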
Target sequence (P01112 whole entry, looked up): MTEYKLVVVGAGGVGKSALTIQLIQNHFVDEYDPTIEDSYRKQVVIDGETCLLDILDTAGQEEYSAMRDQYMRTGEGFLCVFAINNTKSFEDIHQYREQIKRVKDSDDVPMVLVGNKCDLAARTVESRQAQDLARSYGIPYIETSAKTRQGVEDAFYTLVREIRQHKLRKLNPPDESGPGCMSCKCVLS
Cdc42 wt: human Cdc42 wildtype GTP binding change, either direction. P60953. GST-Cdc42 beads, Bodipy-GTP binding, flow cytometry; actives lie on both sides. percent activity (GTP binding), % at 10 µM. 190,000 compounds, 0.2% hits. AID 761;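 active means percent activity GTP binding at least 20 points away from the 100% baseline, either down as inhibitor or up as activator; inconclusive means compound flagged as likely green fluorescent from well-wide comparison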;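 further: median bead fluorescence of bound Bodipy-FL-GTP at 100 nM; 0% = excess unlabeled GTP control and 100% = no compound control; below 100% means less GTP binding so inhibitor and above means activator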
Target sequence (P60953 whole entry, looked up): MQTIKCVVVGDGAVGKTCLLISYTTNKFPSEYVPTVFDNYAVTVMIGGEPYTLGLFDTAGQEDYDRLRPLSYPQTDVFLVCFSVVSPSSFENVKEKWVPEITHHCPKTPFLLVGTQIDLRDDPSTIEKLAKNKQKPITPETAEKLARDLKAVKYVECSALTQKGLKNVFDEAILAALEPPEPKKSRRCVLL
Rac1 wt modul: alters GTP binding to wildtype human Rac1; P63000; GST-Rac1 beads, fluorescent GTP binding, flow cytometry; actives lie on both sides; 0 = cold GTP competed, 100 = untreated; GTP binding activity (% of control), % at 10 µM; 190,000 compounds, 0.27% hits;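 active means GTP binding activity at least 20 points away from the 100% control level, either lower or higher; inconclusive means compound flagged as likely green fluorescent, judged across all proteins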
Bim-Bfl-1: human Bim-Bfl-1 interaction inhibition; 190,000 compounds, 0.12% hits; Bead-based flow cytometry, Bim-Bfl-1 binding inhibition; Q16548; inhibition, % at 10 µM;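 further: 0% = wells without compound plus tracer and 100% = blocker peptide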
Bim-Bcl-B: inhibitors of Bim-Bcl-B interaction, human; bead-based flow cytometry, Bim peptide-Bcl-B binding; inhibition, % at 10 µM; AID 951; 190,000 compounds, 0.073% hits;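 further: 0% = tracer peptide without compound and 100% = reference inhibitor peptide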
Target sequence (Q9HD36 whole entry, looked up): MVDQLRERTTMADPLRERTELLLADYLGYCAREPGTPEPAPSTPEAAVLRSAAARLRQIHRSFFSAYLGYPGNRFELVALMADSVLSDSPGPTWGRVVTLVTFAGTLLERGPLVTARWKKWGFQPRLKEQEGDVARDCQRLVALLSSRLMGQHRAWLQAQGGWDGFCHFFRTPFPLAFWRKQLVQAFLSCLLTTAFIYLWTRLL
Rab7 wt GTP bind: alters GTP binding to wildtype dog Rab7. 190,000 compounds, 0.055% hits. GTP binding activity (percent of control), % at 10 µM. GST-Rab7 beads, fluorescent GTP binding, flow cytometry; actives lie on both sides; untreated = 100%, excess cold GTP = 0%. AID 758;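 active means fluorescent GTP binding to Rab7 beads changed by at least 20 points from the 100% baseline, either direction, mostly lower; inconclusive means compound itself probably fluorescent, or too few beads counted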;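 further: median green fluorescence of bound Bodipy-FL-GTP per Rab7 bead population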
Bim-Bcl-XL: disrupts Bim peptide binding to human Bcl-XL; Q07817; bead flow cytometry, fluorescence; inhibition, % at 10 µM; 190,000 compounds, 0.04% hits
Bcl-2 Bim block: disrupts Bim peptide binding to human Bcl-2; 190,000 compounds, 0.06% hits; AID 950; P10415; Bead-based flow cytometry, Bim peptide-Bcl-2 binding; inhibition, % at 10 µM; in the data active means inhibition above about 40%; inconclusive means no clear call, values can overlap the other calls;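 further: 0% = no compound wells with probe peptide and 100% = reference peptide inhibitor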
Target sequence (P10415 whole entry, looked up): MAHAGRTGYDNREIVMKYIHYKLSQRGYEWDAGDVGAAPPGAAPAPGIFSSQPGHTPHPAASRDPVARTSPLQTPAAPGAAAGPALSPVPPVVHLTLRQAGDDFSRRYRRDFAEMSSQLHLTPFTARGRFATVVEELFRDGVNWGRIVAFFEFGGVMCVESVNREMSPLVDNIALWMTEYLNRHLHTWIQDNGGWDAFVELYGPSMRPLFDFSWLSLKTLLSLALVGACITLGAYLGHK
Rac1 mut GTP: alters GTP binding to activated mutant human Rac1 | P63000 | GST-Rac1 activated beads, fluorescent GTP binding, flow cytometry; actives lie on both sides; 100% means binding = to untreated wells | percent activity (GTP binding), % at 10 µM | 190,000 compounds, 0.11% hits;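 active means GTP binding at least 20 percentage points away from the 100% baseline, in either direction, so actives lie on both sides; inconclusive means Compound likely fluorescent itself, or too few beads counted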
* hit, by the source's call. Unless noted, no stated cut-off is given here; in the data, active means inhibition above about 40%.

How did Cc1nn(-c2cc(Cl)ccc2N)c(=O)c2ccccc12 do in these assays?
Rab2A wt mod: 99; Bim-Bcl-W: 0; HRas wt GTP bind: 101; Cdc42 wt: 101; Rac1 wt modul: 99; Bim-Bfl-1: -1; Bim-Bcl-B: -2; Rab7 wt GTP bind: 98; Bim-Bcl-XL: -3; Bcl-2 Bim block: 0; Rac1 mut GTP: 97

Results for CCOC(=O)CN1C(=O)SC(CC(=O)Nc2nccs2)C1=O (stereo not given) ?
Rab2A wt mod: 100; Bim-Bcl-W: 4; HRas wt GTP bind: 101; Cdc42 wt: 105; Rac1 wt modul: 108; Bim-Bfl-1: -12; Bim-Bcl-B: 2; Rab7 wt GTP bind: 98; Bim-Bcl-XL: -3; Bcl-2 Bim block: -6; Rac1 mut GTP: 101

How did COC(=O)c1cc(Br)c(=O)n(-c2ccc(OC)cc2)c1 do in these assays?
Rab2A wt mod: 99; Bim-Bcl-W: 4; HRas wt GTP bind: 100; Cdc42 wt: 99; Rac1 wt modul: 105; Bim-Bfl-1: -6; Bim-Bcl-B: -6; Rab7 wt GTP bind: 99; Bim-Bcl-XL: 3; Bcl-2 Bim block: -3; Rac1 mut GTP: 98

What do the screens show for `O=C(NCc1ccc(Cl)cc1Cl)C1CCN(S(=O)(=O)c2ccc3c(c2)OCCCO3)CC1`?
Rab2A wt mod: 98; Bim-Bcl-W: 2; HRas wt GTP bind: 100; Cdc42 wt: 100; Rac1 wt modul: 101; Bim-Bfl-1: 6; Bim-Bcl-B: 1; Rab7 wt GTP bind: 98; Bim-Bcl-XL: 0; Bcl-2 Bim block: 5; Rac1 mut GTP: 98

Results for O=C(CSc1ccsc1[N+](=O)[O-])NCCc1ccccc1 ?
Rab2A wt mod: 101; Bim-Bcl-W: -3; HRas wt GTP bind: 99; Cdc42 wt: 101; Rac1 wt modul: 99; Bim-Bfl-1: -7; Bim-Bcl-B: -5; Rab7 wt GTP bind: 100; Bim-Bcl-XL: -3; Bcl-2 Bim block: -7; Rac1 mut GTP: 97

Results for CCCNC(=O)C(=O)c1cccn1-c1ccsc1C(=O)OC ?
Rab2A wt mod: 101; Bim-Bcl-W: -2; HRas wt GTP bind: 98; Cdc42 wt: 100; Rac1 wt modul: 98; Bim-Bfl-1: -4; Bim-Bcl-B: 0; Rab7 wt GTP bind: 103; Bim-Bcl-XL: -9; Bcl-2 Bim block: -3; Rac1 mut GTP: 97

Results for CCc1ccc(C(=O)NCc2ccc(Cl)cc2)cc1 ?
Rab2A wt mod: 99; Bim-Bcl-W: -4; HRas wt GTP bind: 99; Cdc42 wt: 100; Rac1 wt modul: 101; Bim-Bfl-1: -8; Bim-Bcl-B: 0; Rab7 wt GTP bind: 103; Bim-Bcl-XL: -2; Bcl-2 Bim block: -15; Rac1 mut GTP: 97

How did CNc1nc2ccccc2n1N do in these assays?
Rab2A wt mod: 105; Bim-Bcl-W: -2; HRas wt GTP bind: 105; Cdc42 wt: 103; Rac1 wt modul: 103; Bim-Bfl-1: -1; Bim-Bcl-B: -7; Rab7 wt GTP bind: 105; Bim-Bcl-XL: -3; Bcl-2 Bim block: 1; Rac1 mut GTP: 103

Results for CCNC(=S)NNC(=O)c1c(Cl)c(C)nn1C ?
Rab2A wt mod: 98; Bim-Bcl-W: 0; HRas wt GTP bind: 102; Cdc42 wt: 98; Rac1 wt modul: 102; Bim-Bfl-1: 0; Bim-Bcl-B: -9; Rab7 wt GTP bind: 101; Bim-Bcl-XL: -4; Bcl-2 Bim block: -1; Rac1 mut GTP: 100

What do the screens show for `COc1cc(/C=N/NC(=O)c2csc3c2CCCC3)cc(OC)c1O`?
Rab2A wt mod: inconclusive; Bim-Bcl-W: 0; HRas wt GTP bind: inconclusive; Cdc42 wt: inconclusive; Rac1 wt modul: inconclusive; Bim-Bfl-1: 2; Bim-Bcl-B: -3; Rab7 wt GTP bind: inconclusive; Bim-Bcl-XL: -1; Bcl-2 Bim block: 1; Rac1 mut GTP: inconclusive

Results for O=C1CCC(/C=C/c2ccccc2)=NN1Cc1ccccc1Cl ?
Rab2A wt mod: 100; Bim-Bcl-W: 6; HRas wt GTP bind: 101; Cdc42 wt: 100; Rac1 wt modul: 102; Bim-Bfl-1: -11; Bim-Bcl-B: -1; Rab7 wt GTP bind: 100; Bim-Bcl-XL: 1; Bcl-2 Bim block: -2; Rac1 mut GTP: 100

How did CC(C)=CCN1CCN(Cc2cccn2-c2ccccn2)CC1CCO (stereo not given) do in these assays?
Rab2A wt mod: 98; Bim-Bcl-W: -3; HRas wt GTP bind: 96; Cdc42 wt: 97; Rac1 wt modul: 96; Bim-Bfl-1: 4; Bim-Bcl-B: -1; Rab7 wt GTP bind: 100; Bim-Bcl-XL: -4; Bcl-2 Bim block: -2; Rac1 mut GTP: 97

Results for O=C(c1cccs1)N(c1ccc(Cl)cc1)C1C=CS(=O)(=O)C1 (stereo not given) ?
Rab2A wt mod: 96; Bim-Bcl-W: 0; HRas wt GTP bind: 97; Cdc42 wt: 95; Rac1 wt modul: 94; Bim-Bfl-1: -4; Bim-Bcl-B: -2; Rab7 wt GTP bind: 95; Bim-Bcl-XL: 0; Bcl-2 Bim block: 0; Rac1 mut GTP: 95

What do the screens show for `Cc1ccc(N(CC(=O)N2CCOCC2)S(C)(=O)=O)cc1C`?
Rab2A wt mod: 99; Bim-Bcl-W: 4; HRas wt GTP bind: 100; Cdc42 wt: 101; Rac1 wt modul: 107; Bim-Bfl-1: -8; Bim-Bcl-B: -4; Rab7 wt GTP bind: 101; Bim-Bcl-XL: 0; Bcl-2 Bim block: -5; Rac1 mut GTP: 100

What do the screens show for `Cc1cc(-c2ccccc2)nc(N2CCN(c3ccccn3)CC2)n1`?
Rab2A wt mod: 102; Bim-Bcl-W: -3; HRas wt GTP bind: 102; Cdc42 wt: 105; Rac1 wt modul: 101; Bim-Bfl-1: -1; Bim-Bcl-B: -5; Rab7 wt GTP bind: 96; Bim-Bcl-XL: -2; Bcl-2 Bim block: -1; Rac1 mut GTP: 101

Entries shown so far with an aryl methoxy group, in the order listed:
How did COC(=O)c1cc(Br)c(=O)n(-c2ccc(OC)cc2)c1 do in these assays?
Rab2A wt mod: 99; Bim-Bcl-W: 4; HRas wt GTP bind: 100; Cdc42 wt: 99; Rac1 wt modul: 105; Bim-Bfl-1: -6; Bim-Bcl-B: -6; Rab7 wt GTP bind: 99; Bim-Bcl-XL: 3; Bcl-2 Bim block: -3; Rac1 mut GTP: 98

What do the screens show for `COc1cc(/C=N/NC(=O)c2csc3c2CCCC3)cc(OC)c1O`?
Rab2A wt mod: inconclusive; Bim-Bcl-W: 0; HRas wt GTP bind: inconclusive; Cdc42 wt: inconclusive; Rac1 wt modul: inconclusive; Bim-Bfl-1: 2; Bim-Bcl-B: -3; Rab7 wt GTP bind: inconclusive; Bim-Bcl-XL: -1; Bcl-2 Bim block: 1; Rac1 mut GTP: inconclusive

Later entries
What do the screens show for `CN1/C(=C\C(=O)C(F)F)C(C)(C)c2ccccc21`?
Rab2A wt mod: 102; Bim-Bcl-W: 2; HRas wt GTP bind: 104; Cdc42 wt: 101; Rac1 wt modul: 101; Bim-Bfl-1: -7; Bim-Bcl-B: -5; Rab7 wt GTP bind: 103; Bim-Bcl-XL: -7; Bcl-2 Bim block: -7; Rac1 mut GTP: 97

Results for CCn1cc(C(=O)NC(=S)Nc2cccc(O)c2)cn1 ?
Rab2A wt mod: 104; Bim-Bcl-W: 1; HRas wt GTP bind: 104; Cdc42 wt: 107; Rac1 wt modul: 105; Bim-Bfl-1: 4; Bim-Bcl-B: -3; Rab7 wt GTP bind: 105; Bim-Bcl-XL: 0; Bcl-2 Bim block: 2; Rac1 mut GTP: 98

Results for CCOC(=O)c1sc2nc3c(cc2c1N)COC(C)(C)C3 ?
Rab2A wt mod: 98; Bim-Bcl-W: -8; HRas wt GTP bind: 98; Cdc42 wt: 98; Rac1 wt modul: 99; Bim-Bfl-1: -16; Bim-Bcl-B: -5; Rab7 wt GTP bind: 101; Bim-Bcl-XL: -9; Bcl-2 Bim block: -3; Rac1 mut GTP: 97

Results for COc1ccc(CC(=O)Oc2cc(C)[nH]c(=O)c2[N+](=O)[O-])cc1 ?
Rab2A wt mod: 98; Bim-Bcl-W: -6; HRas wt GTP bind: 99; Cdc42 wt: 102; Rac1 wt modul: 105; Bim-Bfl-1: -16; Bim-Bcl-B: -13; Rab7 wt GTP bind: 100; Bim-Bcl-XL: -11; Bcl-2 Bim block: -14; Rac1 mut GTP: 100

What do the screens show for `COC(=O)c1sc(S(=O)(=O)Nc2ccc(C)c(C)c2)c(C(=O)OC)c1C`?
Rab2A wt mod: 94; Bim-Bcl-W: -1; HRas wt GTP bind: 94; Cdc42 wt: 97; Rac1 wt modul: 102; Bim-Bfl-1: -3; Bim-Bcl-B: 1; Rab7 wt GTP bind: 99; Bim-Bcl-XL: 0; Bcl-2 Bim block: -2; Rac1 mut GTP: 96

Results for CCCCSc1nnc2nc(C)cc(C)n12 ?
Rab2A wt mod: 98; Bim-Bcl-W: 0; HRas wt GTP bind: 98; Cdc42 wt: 99; Rac1 wt modul: 98; Bim-Bfl-1: -6; Bim-Bcl-B: -7; Rab7 wt GTP bind: 94; Bim-Bcl-XL: -15; Bcl-2 Bim block: -5; Rac1 mut GTP: 97

How did O=C(N/N=C/c1cccc([N+](=O)[O-])c1)c1ccc2c(c1)OCCO2 do in these assays?
Rab2A wt mod: 103; Bim-Bcl-W: 4; HRas wt GTP bind: 103; Cdc42 wt: 101; Rac1 wt modul: 100; Bim-Bfl-1: 2; Bim-Bcl-B: 5; Rab7 wt GTP bind: 101; Bim-Bcl-XL: 1; Bcl-2 Bim block: 2; Rac1 mut GTP: 102

What do the screens show for `COc1ccc(S(=O)(=O)N2CCN(c3ccc(C)cc3C)CC2)cc1OC`?
Rab2A wt mod: 98; Bim-Bcl-W: 2; HRas wt GTP bind: 99; Cdc42 wt: 99; Rac1 wt modul: 102; Bim-Bfl-1: -10; Bim-Bcl-B: -4; Rab7 wt GTP bind: 101; Bim-Bcl-XL: -4; Bcl-2 Bim block: -7; Rac1 mut GTP: 98

Results for O=C(COC(=O)c1cc([N+](=O)[O-])ccc1NCCO)NCc1cccs1 ?
Rab2A wt mod: 92; Bim-Bcl-W: 3; HRas wt GTP bind: 91; Cdc42 wt: 92; Rac1 wt modul: 91; Bim-Bfl-1: 0; Bim-Bcl-B: -3; Rab7 wt GTP bind: 91; Bim-Bcl-XL: -3; Bcl-2 Bim block: 1; Rac1 mut GTP: 95

Assay outcomes deposited in PubChem by NMMLSC.
